High-throughput results: PubChem, The Scripps Research Institute Molecular Screening Center
M1 antag – antagonists of human M1 muscarinic receptor | P11229 | CHO-K1 hM1, Fluo-8 calcium fluorescence, ACh EC80 antagonist | inhibition, % at 3 µM | 1.3% of 360,000 active | AID 588852;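 active = percent inhibition above its own plate's cutoff, namely the mean of that plate's compound wells plus 3 SD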;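 note: peak over basal fluorescence ratio during 140 s after agonist addition; 0% = ACh EC80 plus DMSO and 100% = DMSO alone without agonist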
Target sequence (P11229 whole entry, looked up): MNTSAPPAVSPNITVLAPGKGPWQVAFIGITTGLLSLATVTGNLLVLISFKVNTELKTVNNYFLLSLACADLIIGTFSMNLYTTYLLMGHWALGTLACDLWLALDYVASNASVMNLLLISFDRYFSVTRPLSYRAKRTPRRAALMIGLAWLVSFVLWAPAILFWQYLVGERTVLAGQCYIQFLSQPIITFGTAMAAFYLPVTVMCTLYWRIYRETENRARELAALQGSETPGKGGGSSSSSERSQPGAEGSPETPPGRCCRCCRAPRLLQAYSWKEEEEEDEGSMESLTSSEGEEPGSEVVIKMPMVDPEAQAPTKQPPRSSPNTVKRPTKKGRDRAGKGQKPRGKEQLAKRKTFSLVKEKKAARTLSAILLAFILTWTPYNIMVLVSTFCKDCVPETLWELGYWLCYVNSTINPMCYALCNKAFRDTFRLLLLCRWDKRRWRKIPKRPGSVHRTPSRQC
M1 ag – human M1 muscarinic receptor agonism; P11229; CHO-K1 hM1, Fluo-8 calcium fluorescence, agonist mode; 0% DMSO, 100% acetylcholine EC100; AID 588814; activation, % at 3 µM; 0.33% of 360,000 active;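 active = activation above the run's mean compound activation plus 3 SD, cut at about 16% in these data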;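 note: peak over basal fluorescence ratio within a 140 s kinetic read after compound addition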
V1aR counter – V1a receptor agonism, counter-screen for OXTR agonists | AID 2797 | activation, % at 3 µM | P37288 | CHO-V1R cells, Fluo-8 calcium fluorescence, agonist mode; 0% DMSO, 100% 3 nM vasopressin | 0.25% of 320,000 active;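 active = activation above the mean activation of all tested compounds plus 3 SD, per screening run, cut at about 20% in these data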;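 note: signal is peak over basal fluorescence ratio across a 100 second FLIPR read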
CHRM1 PAM – potentiates human M1 receptor response to acetylcholine | P11229 | CHO-K1 hM1, Fluo-8 calcium fluorescence, ACh EC20; 0% = ACh EC20, 100% = maximal ACh | activation, % at 3 µM | 0.088% of 360,000 active | AID 588819; in the data active = activation above about 19%, passing the limit was not always enough
TAAR1 ag – human TAAR1 agonism | Q96RJ0 | CHO RD-HGA16 TAAR1, Fluo-8 calcium fluorescence; vehicle wells 0%, saturating PEA agonist 100% | activation, % at 3 µM | 0.99% of 360,000 active;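 active = activation above the mean activation of all test compounds in the run plus 3 SD, cut at about 38% in these data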
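Benchmarks: low control DMSO, high control PEA (EC100); System: CHO RD-HGA16 cells carrying human TAAR1 plus Gα16; Detection: Fluo-8 fluorescence, 5 s baseline then 140 s kinetic read; Schedule: 17-24 h plating, Fluo-8 75 min 37 °C, 30 min RT; Read-out basis: % activation from peak over basal fluorescence ratio, DMSO-to-PEA scaled.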
TAAR1 antagonist – human TAAR1 antagonism; Q96RJ0; CHO RD-HGA16 TAAR1, Fluo-8 calcium fluorescence, antagonist; inhibition, % at 3 µM; 1.5% of 360,000 active; AID 624466;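 active = inhibition above a per-plate cutoff, the mean inhibition of test compounds on that plate plus 3 SD, cut at about 49% in these data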;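 note: 0% = DMSO plus EC80 beta-PEA response and 100% = DMSO alone without agonist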
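test system = CHO RD-HGA16 cells bearing hTAAR1 | replication = singlicate | controls = DMSO-only wells and EC80 β-PEA-stimulated wells | reagent = EC80 β-phenethylamine stimulus | read-out basis = percent inhibition of PEA-evoked calcium signal, max/basal emission ratio | schedule = seeding 17-24 h prior, 75-min 37 °C, 30-min RT dye loading | signal = kinetic Fluo-8 calcium fluorescence measurement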
CHO parental Ca – counter-screen for OX1R antagonists: effect in parental CHO cells | parental CHO-K1, ATP-induced calcium, Fluo-8 fluorescence | inhibition, % at 5.6 µM | 0.63% of 330,000 active | AID 463079;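 active = inhibition above that plate's mean sample inhibition plus 3 SD, cut at about 26% in these data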;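 note: 0% = ATP-challenged DMSO wells and 100% = DMSO wells without ATP; some compounds past the cut are filed as inactive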
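Assay system: untransfected parental CHO cell line. Also added: ATP agonist challenge. Dosing: one dose, 5.6 µM nominal. Measured by: Fluo-8 fluorescence. Read-out: % inhibition. Benchmarks: ATP wells versus no-ATP DMSO wells. Repeats: no replicates.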
OXTR agonist – activates the human oxytocin receptor; P30559; CHO-OTR cells, Fluo-8 calcium fluorescence; normalized: DMSO 0%, oxytocin 100%; activation, % at 3 µM; 0.32% of 320,000 active;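 active = activation above the mean of all tested compounds plus 3 SD, cutoff set per screening run, cut at about 20% in these data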;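 note: peak over basal fluorescence ratio from a 100 s FLIPR kinetic read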
Target sequence (P30559 whole entry, looked up): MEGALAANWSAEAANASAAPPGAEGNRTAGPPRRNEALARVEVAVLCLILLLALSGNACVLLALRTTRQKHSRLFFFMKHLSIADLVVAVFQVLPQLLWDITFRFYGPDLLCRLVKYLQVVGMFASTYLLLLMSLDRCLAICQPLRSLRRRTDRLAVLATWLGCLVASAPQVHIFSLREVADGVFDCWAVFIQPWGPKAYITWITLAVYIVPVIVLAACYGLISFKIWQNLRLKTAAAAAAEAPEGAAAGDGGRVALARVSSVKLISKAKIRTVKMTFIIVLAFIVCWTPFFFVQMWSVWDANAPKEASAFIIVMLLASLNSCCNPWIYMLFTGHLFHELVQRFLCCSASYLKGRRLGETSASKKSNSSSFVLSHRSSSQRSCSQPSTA
OXTR potentiate – potentiators of human oxytocin receptor; P30559; CHO-OTR cells, Fluo-8 calcium fluorescence, potentiator mode; 0% = oxytocin EC15, 100% = EC100; activation, % at 3 µM; 0.061% of 320,000 active; AID 2445;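 active = activation above that plate's cutoff, the mean activation of tested compounds plus 3 SD, cut at about 6.6% in these data, passing the limit was not always enough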;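 note: 100% uses oxytocin at 75 nM as the full agonist control; some results filed as inactive read as strong as hits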
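Dosing: Single dose, 3.0 µM nominal final compound concentration | Material: Human OTR in CHO cells | Technique: Kinetic Fluo-8 calcium fluorescence | Benchmarks: EC15 oxytocin alone as 0%, 75 nM oxytocin as 100% | Probe or stimulus: Oxytocin at about EC15, sub-maximal agonist stimulus | Incubation: Compound 6 min at room temperature before oxytocin, 100 s read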
The depositor's hits bear a star; x = not tested or not shown.

item	mol	M1 antag	M1 ag	V1aR counter	CHRM1 PAM	TAAR1 ag
1	CC(C)CN(C(=O)COC(=O)c1ccc2c(c1)OCCO2)c1c(N)n(Cc2ccccc2)c(=O)[nH]c1=O	-9	1	-0.2	8	4
2	O=C(CSc1nnc(Cc2ccccc2)o1)Nc1cccc(F)c1	3	-1	3.4	3	2
3	CCCC(=O)Nc1ccc(OCC(=O)OC)cc1	-14	-3	0.5	4	1
4	Brc1ccc(CN2CC[C@H]3C=CCc4cccc(c43)C2)cc1	8	-7	-0.9	-5	16
5	CC(NC(=O)c1ccco1)C(=O)N1CC=C(c2ccccc2)CC1 (stereo not given)	0	-2	1.9	2	0
6	O=C(Nc1ccccc1)N(c1ccccc1)C1C=CS(=O)(=O)C1 (stereo not given)	-12	0	-0.4	10	0
7	COCCn1c(=O)[nH]c(=O)c2cc(C(=O)c3cc(Cl)ccc3O)cnc21	-6	-4	1.6	3	x
8	CCOC(=O)c1c(C)[nH]c(C=O)c1Cc1cccc(Cl)c1	-1	-11	-1.4	4	17

item	TAAR1 antagonist	CHO parental Ca	OXTR agonist	OXTR potentiate
1	2	-19	0.8	-18
2	6	-8	1.7	4
3	3	11	2.2	-6
4	2	-26	-1.5	-3
5	3	-7	1.0	-1
6	-6	-18	-0.1	2
7	x	-17	0.8	-10
8	20	-15	-2.8	-2

Other entries follow.
item	mol	M1 antag	M1 ag	V1aR counter	CHRM1 PAM	TAAR1 ag
9	CCCCn1c(SCC(=O)NC2CCS(=O)(=O)C2)nc2cc(S(N)(=O)=O)ccc21 (stereo not given)	-6	-5	-1.5	11	0
10	O=S(=O)(Nc1cccnc1Cl)c1ccc2c(c1)OCCO2	-19	0	0.3	18	1
11	Cc1c(C(=O)N2CCC2(C)C(=O)O)oc2ccccc12 (stereo not given)	-15	-2	x	16	2
12	Cn1nc(C(F)(F)F)c(/C=N/OC(=O)c2ccccc2)c1SCc1ccccc1Cl	41*	-5	1.2	-21	9
13	CC(C)CC1NC2(C(=O)N(C)c3ccccc32)C2C(=O)N(C(C)C)C(=O)C12 (stereo not given)	-13	-2	-0.6	12	-1
14	O=C(c1ccncc1)c1ccc(N2CCN(C3CC(=O)N(Cc4ccccc4)C3=O)CC2)cc1 (stereo not given)	10	-1	17	-18	27
15	CN(C)c1ccc(NC(=S)N(CCc2ccccc2)C2CC(=O)N(c3c(Cl)cccc3Cl)C2=O)cc1 (stereo not given)	-14	-2	1.1	7	31
16	Cc1ccc2nc(SCC(=O)Nc3nnc(SCC(N)=O)s3)[nH]c2c1	-2	-7	0.5	6	1

item	TAAR1 antagonist	CHO parental Ca	OXTR agonist	OXTR potentiate
9	7	10	0.4	-11
10	10	-3	0.2	-1
11	-1	x	x	x
12	21	-19	1.3	-15
13	-2	-5	0.8	3
14	51*	21	19	-24
15	9	-5	-1.1	-2
16	-4	-2	0.2	3

Next results:
item	mol	M1 antag	M1 ag	V1aR counter	CHRM1 PAM	TAAR1 ag
17	CCc1nnc(NC(=O)C2CCN(C(=O)NC3CCCCC3)CC2)s1	-17	0	0.9	12	-1
18	N#CCC(=O)c1sccc1-n1cccc1	-8	-4	1.3	11	2
19	CCCn1nc(NS(=O)(=O)c2ccccc2)c2cc3cc(C)ccc3nc21	-8	-7	0.5	10	-1
20	CCOC(=O)c1c(C)[nH]c(C(=O)CSc2nc3ccccc3o2)c1C	-17	1	1.5	13	2
21	CCOC(=O)N1CCC(N2C(=O)c3ccc(C(=O)Nc4ccc(OC)cc4)cc3C2=O)CC1	2	-1	1.6	5	2
22	CCCn1nnnc1NCc1ccccc1OCC	-6	-3	-0.6	4	2
23	CCCN1CCN(C(=O)c2cc(COc3ccc4ncccc4c3)on2)CC1	3	1	9.5	-3	1
24	CCOc1ccc(NC(=O)N(c2ccccc2)c2ccccc2)cc1	-22	-3	-0.7	19	-1

item	TAAR1 antagonist	CHO parental Ca	OXTR agonist	OXTR potentiate
17	5	-21	0.5	-2
18	0	7	1.6	7
19	8	-7	-0.1	-7
20	7	29	-0.3	-14
21	-12	-11	0.0	2
22	-15	-16	-0.4	4
23	11	2	13	-8
24	3	-11	-2.1	4

An excerpt from above in order of the OXTR potentiate value, falling:
No. | Structure | OXTR potentiate
17 | CCc1nnc(NC(=O)C2CCN(C(=O)NC3CCCCC3)CC2)s1 | -2
19 | CCCn1nc(NS(=O)(=O)c2ccccc2)c2cc3cc(C)ccc3nc21 | -7
23 | CCCN1CCN(C(=O)c2cc(COc3ccc4ncccc4c3)on2)CC1 | -8

(further entries)
item	mol	M1 antag	M1 ag	V1aR counter	CHRM1 PAM	TAAR1 ag
25	O=C(N/N=C\c1cccnc1)c1ccc(Cl)cc1Cl	-8	-5	0.4	2	x
26	COc1ccc(OC)c(C2C(C(=O)c3ccc(C)o3)=C(O)C(=O)N2CCN2CCOCC2)c1 (stereo not given)	-9	0	0.3	9	2
27	COc1ccc(C2C(C#N)=C(C)NC(C)=C2C(=O)OC(C)C)c(OC)c1 (stereo not given)	2	-5	-0.4	3	0
28	O=C(O)CC(SCC(=O)NC1CCCc2ccccc21)C(=O)O (stereo not given)	-12	-2	-0.9	8	0
29	COc1ccc(N(CC(O)CN2CCCCC2)S(=O)(=O)c2ccc(C)cc2)cc1 (stereo not given)	-4	-7	1.1	-4	10
30	CCOC(=O)c1c(S(=O)(=O)NCCc2ccc(OC)c(OC)c2)c(C)n(C)c1C	-15	-1	-0.7	14	3
31	O=C(Nc1ccccc1C(=O)N1CCOCC1)c1noc2c1CCCC2	-2	-5	-0.8	4	7
32	N/C(=N\OC(=O)CCC1CCCC1)c1ccc([N+](=O)[O-])cc1	0	-12	0.3	8	8

item	TAAR1 antagonist	CHO parental Ca	OXTR agonist	OXTR potentiate
25	x	-8	1.1	0
26	-14	-3	1.5	-3
27	-18	1	3.4	1
28	-10	3	0.1	-7
29	-6	-12	0.6	0
30	-26	-2	0.3	-4
31	14	-7	0.7	-7
32	10	1	-1.5	-6

The list goes on.
item	mol	M1 antag	M1 ag	V1aR counter	CHRM1 PAM	TAAR1 ag
33	CN(C)CCCN1CC(C(=O)O)CC1=O (stereo not given)	-8	-4	1.1	6	7
34	CCOC(CNC(=O)c1ccc2c(c1)nc(C)n2-c1cccc(F)c1)OCC	-4	-4	0.1	5	4
35	O=C(COc1ccc(C2SCCS2)cc1)NNC(=O)C(Cl)Cl	-10	0	5.3	4	4
36	Cn1ccc2c(-c3ccc(F)nc3)cc3c(c21)C1CCC3C1 (stereo not given)	6	-7	x	1	-3
37	Fc1ccccc1-c1n[nH]c(=S)n1CC1CCCO1 (stereo not given)	-15	-6	0.6	15	2
38	COc1ccc(C2=NN3C(C2)c2ccccc2OC32C(=O)N(C)c3ccccc32)cc1 (stereo not given)	-36	1	1.5	3	8
39	COc1cc(/C=N/NC(=O)c2cccnc2)ccc1OCC(=O)Nc1c(C)cc(C)cc1C	-2	-5	0.4	1	16
40	C=CC[C@H](CC(=O)NCCO)C(=O)N[C@@H](COC(=O)[C@H](CC=C)CC(=O)OC(C)(C)C)Cc1c[nH]c2ccccc12	7	0	-0.7	4	8
41	Cc1cccc(NC(=O)CN2C(=O)N/C(=C/c3cc(C)n(C(C)C)c3C)C2=O)c1	-22	-7	-0.1	-1	2
42	CC(=O)NC1(NC(C)=O)CCN(C)C(c2ccccc2)C1C (stereo not given)	2	-2	1.6	-6	7
43	CC(=O)Nc1ccc(S(=O)(=O)N(C)CC(=O)OC2CCCCC2=O)cc1 (stereo not given)	-17	-3	0.6	16	-4

item	TAAR1 antagonist	CHO parental Ca	OXTR agonist	OXTR potentiate
33	12	6	0.8	-7
34	-6	-10	-0.4	-2
35	-8	-8	1.5	-6
36	0	x	x	x
37	12	-3	0.1	-3
38	4	-18	4.4	-12
39	5	-13	0.3	-2
40	15	-15	-0.5	-2
41	-14	-16	-0.8	-3
42	-1	-9	1.2	-4
43	21	-9	1.8	-3

Gathered by group: the compounds so far containing a halogen.
item	mol	M1 antag	M1 ag	V1aR counter	CHRM1 PAM	TAAR1 ag
2	O=C(CSc1nnc(Cc2ccccc2)o1)Nc1cccc(F)c1	3	-1	3.4	3	2
4	Brc1ccc(CN2CC[C@H]3C=CCc4cccc(c43)C2)cc1	8	-7	-0.9	-5	16
7	COCCn1c(=O)[nH]c(=O)c2cc(C(=O)c3cc(Cl)ccc3O)cnc21	-6	-4	1.6	3	x
8	CCOC(=O)c1c(C)[nH]c(C=O)c1Cc1cccc(Cl)c1	-1	-11	-1.4	4	17
10	O=S(=O)(Nc1cccnc1Cl)c1ccc2c(c1)OCCO2	-19	0	0.3	18	1
12	Cn1nc(C(F)(F)F)c(/C=N/OC(=O)c2ccccc2)c1SCc1ccccc1Cl	41*	-5	1.2	-21	9
15	CN(C)c1ccc(NC(=S)N(CCc2ccccc2)C2CC(=O)N(c3c(Cl)cccc3Cl)C2=O)cc1 (stereo not given)	-14	-2	1.1	7	31
25	O=C(N/N=C\c1cccnc1)c1ccc(Cl)cc1Cl	-8	-5	0.4	2	x
34	CCOC(CNC(=O)c1ccc2c(c1)nc(C)n2-c1cccc(F)c1)OCC	-4	-4	0.1	5	4
35	O=C(COc1ccc(C2SCCS2)cc1)NNC(=O)C(Cl)Cl	-10	0	5.3	4	4

item	TAAR1 antagonist	CHO parental Ca	OXTR agonist	OXTR potentiate
2	6	-8	1.7	4
4	2	-26	-1.5	-3
7	x	-17	0.8	-10
8	20	-15	-2.8	-2
10	10	-3	0.2	-1
12	21	-19	1.3	-15
15	9	-5	-1.1	-2
25	x	-8	1.1	0
34	-6	-10	-0.4	-2
35	-8	-8	1.5	-6

item	mol	M1 antag	M1 ag	V1aR counter	CHRM1 PAM	TAAR1 ag
36	Cn1ccc2c(-c3ccc(F)nc3)cc3c(c21)C1CCC3C1 (stereo not given)	6	-7	x	1	-3
37	Fc1ccccc1-c1n[nH]c(=S)n1CC1CCCO1 (stereo not given)	-15	-6	0.6	15	2

item	TAAR1 antagonist	CHO parental Ca	OXTR agonist	OXTR potentiate
36	0	x	x	x
37	12	-3	0.1	-3
